Compound activity: PubChem, several laboratories
Diaph inh CS – inhibits diaphorase or chemically oxidizes, flagging diaphorase assay artifacts; diaphorase resazurin-to-resorufin fluorescence, NADH, 16 min; bacterial (C. kluyveri) enzyme, not human; inhibition, % at 20 µM; 190,000 tested, 0.69% active; AID 1217;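 active = primary screen inhibition at 20 µM above a set limit, cut at about 50% in these data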;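 note: plate controls were DMSO with full reaction for no effect and wells lacking NADH for full effect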
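System: Diaphorase enzyme from Clostridium kluyveri | Amount: Enzyme working solution with 0.14 U/mL diaphorase | Benchmarks: No-NADH positive control and DMSO neutral control | Signal: Fluorescence of resorufin formed from resazurin, Ex 544/Em 590 nm | Schedule: 16-min room-temperature incubation before reading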
APP 5UTR inh – APP translation inhibition; SH-SY5Y APP 5'UTR-luciferase reporter, luminescence; inhibition, % at 2 µM; 190,000 tested, 0.82% active; AID 1285;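 active = inhibition above a set limit, derived from the sample mean plus 3 SD, cut at about 45% in these data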; note: values of inactives mirror those of a sister screen read the other way
TLR4 MyD88 comp – inhibitors of human TLR4-MyD88 binding. 200,000 tested, 0.18% active. HeLa CL3-4 TLR4/MyD88 BLA complementation, FRET ratio. AID 861. inhibition, % at 8.4 µM; in the data active = inhibition above about 25%;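 note: 0% = vehicle and 100% = reference inhibitor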
FLuc inhib CS – Photinus pyralis luciferase inhibition counter-screen; P08659; ATPLite firefly luciferase biochemical luminescence, 10 min; inhibition, % at 10 µM; 200,000 tested, 1.5% active; AID 1006;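 active = inhibition above about 50% when tested at 10 µM, limit read from the data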
Diaphorase act – diaphorase activation or chemical reduction counter-screen. Diaphorase/resazurin coupled assay, resorufin fluorescence, 16 min; active compounds read high; 1 = vehicle wells, 0 = NADH-free wells. activation factor at 20 µM. 190,000 tested, 0.005% active. AID 1229;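 active = diaphorase activity raised at least twofold by the compound at 20 µM; inactive = activation factor below 2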
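Material: purified diaphorase enzyme from Clostridium kluyveri / Medium: HEPES pH 7.4 buffer with MgCl2 and Tween 20 / Schedule: enzyme reaction of 16 min at room temperature / Measured by: resorufin fluorescence, excitation 544 nm, emission 590 nm / Evaluation: rise in resorufin formation, marking diaphorase activation or chemical reduction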
STAT1 act – STAT1 signaling activation | NIH 3T3 STAT1-luciferase reporter, IFN-gamma, luminescence; 100% = IFN-gamma alone, no compound | 200,000 tested, 2.6% active | activation (% of control), % at 5.5 µM;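 active = activation above the screen-wide mean activation plus 3 SD, cut at about 130% in these data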;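 note: raw ratio to IFN-gamma control signal so 100% means no change and 0% no light; values of inactives mirror those of a sister screen read the other way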
APP 5'UTR act – APP 5'UTR luciferase reporter activation; SH-SY5Y APP 5'UTR luciferase reporter, luminescence; zero percent = DMSO vehicle wells; activation, % at 2 µM; 190,000 tested, 1% active;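 active = activation above a set limit, based on mean plus 3 SD of controls, cut at about 140% in these data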; note: values of inactives mirror those of a sister screen read the other way
NF-kB neuron act – raises NF-kB expression in human neuronal cells | 190,000 tested, 1.6% active | NF-kB reporter expression; active compounds read high | AID 1239 | fold change at 12.5 µM; in the data active = fold change above about 3.3
G6PDH CS – L. mesenteroides G6PDH inhibition counter-screen; Purified L. mesenteroides G6PDH, diaphorase/resazurin coupled fluorescence, 45 min; inhibition, % at 5 µM; 200,000 tested, 0.12% active; in the data active = inhibition above about 50%
FLuc stim CS – affects firefly luciferase, flagging false hits in luciferase stimulation screens; P08659; activation factor at 10 µM; 200,000 tested, under 10 active; ATPlite luciferase biochemical, luminescence, 10 min; 0 = ATP-free wells, 1 = DMSO control;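 active = luciferase activation factor, scaled between plate controls, of at least 2 with compound at 10 µM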
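assay system = Luciferase/luciferin detection reagent, cell-free biochemical luciferase assay | also added = ATP substrate | times = 10 min post-reagent at room temperature | measured by = luminescence from luciferase reaction | measure = luciferase activation, seen as luminescence increase over controls | benchmarks = low control with PBS replacing ATP, high control enzyme plus ATP without compound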
Starred values were filed as active, the others as inactive; / = no result given.

(1) Cc1cccc(OCC(=O)O/N=C(\N)c2ccc(Cl)cc2)c1
(2) COc1ccc(CC2(CO)CCN(Cc3cccc(OC)c3OC)CC2)cc1
(3) CCCNC(=O)C12CCC(C)(C(=O)C1Br)C2(C)C (stereo unspecified)
(4) O=C(CSc1nnc(SCc2ccccc2)s1)N/N=C/C=C\c1ccco1
(5) CC(C)Nc1nnc(SC(C)C(=O)NCc2ccc3c(c2)OCO3)s1 (stereo unspecified)
(6) CCn1cc(C(=O)OCC(=O)Nc2ccc(S(=O)(=O)N3CCCC3)cc2)c(=O)c2ccc(C)nc21

assay / compound	1	2	3	4	5	6
Diaph inh CS	5	12	8	35	8	10
APP 5UTR inh	-4	20	-13	18	-17	-8
TLR4 MyD88 comp	-3	-4	-2	7	-3	-12
FLuc inhib CS	-6	-6	-5	14	-7	-9
Diaphorase act	1	0.9	0.9	0.7	0.9	0.9
STAT1 act	107	87	110	90	104	101
APP 5'UTR act	4	-20	13	-17	17	8
NF-kB neuron act	1.3	0.98	0.92	1.4	0.82	1.4
G6PDH CS	6	7	3	-10	-7	-5
FLuc stim CS	1.1	1.1	1	0.9	1.1	1.1

(7) COc1cc(/C=N/NC(=O)c2ccc(N(C)S(=O)(=O)c3ccccc3)cc2)cc(OC)c1OC
(8) CCCCCCOc1ccc(NC(=O)CC2C(=O)N(CC)C(=S)N2Cc2ccco2)cc1 (stereo unspecified)
(9) O=C(NCc1cccnc1)c1nnc(Cc2ccc(F)cc2)o1
(10) Cc1onc(-c2ccccc2Cl)c1C(=O)Nc1nnc(C(C)C)s1
(11) CCN(CC(=O)Nc1ccc2c(c1)OCCO2)c1nc(-c2cccnc2)nc2ccccc12
(12) CCN(CC)C(=O)c1sc(NC(=O)c2c(OC)cccc2OC)c(C#N)c1C

assay / compound	7	8	9	10	11	12
Diaph inh CS	21	21	4	16	14	7
APP 5UTR inh	7	-17	-2	-3	-1	0
TLR4 MyD88 comp	11	-5	/	3	3	3
FLuc inhib CS	-5	-9	-8	-6	-2	-8
Diaphorase act	0.8	0.8	1	0.8	0.9	0.9
STAT1 act	106	84	/	102	91	100
APP 5'UTR act	-7	17	2	3	1	0
NF-kB neuron act	0.53	0.9	1.2	1.1	0.48	1.4
G6PDH CS	1	-5	25	-13	3	1
FLuc stim CS	1	1.1	1.1	1.1	1	1.1

(13) CCn1ncc(CN2CCN(Cc3cccc(OC)c3)C(CCO)C2)c1C (stereo unspecified)
(14) N#C/C(=C\c1cccc([N+](=O)[O-])c1)c1nnc2n1CCCCC2
(15) NC(=O)c1sc2nc(-c3ccco3)ccc2c1N
(16) CCCCC1(C)OC(=O)C(=Cc2c[nH]c3ccccc23)C(=O)O1 (stereo unspecified)
(17) CCOCCSc1nnc2nc(C)cc(C)n12
(18) O=C(CCS(=O)(=O)c1ccccc1)Nc1nc2c(s1)CCCC2

assay / compound	13	14	15	16	17	18
Diaph inh CS	3	9	47	4	6	21
APP 5UTR inh	0	22	-45	1	1	/
TLR4 MyD88 comp	4	0	-4	-3	1	-12
FLuc inhib CS	-2	-7	30	-7	1	-6
Diaphorase act	1	0.9	0.5	1	0.9	0.8
STAT1 act	101	92	131*	93	96	105
APP 5'UTR act	0	-22	45	-1	-1	/
NF-kB neuron act	1	1.4	1.6	1.1	1.2	1.4
G6PDH CS	1	15	1	3	1	6
FLuc stim CS	1	1.1	0.7	1.1	1	1.1

(19) COc1ccc(S(=O)(=O)NCCSC(C)(C)C)cc1
(20) COc1ccccc1N(C)S(=O)(=O)c1ccc(C(=O)OC(C)C(=O)NCc2ccc3c(c2)OCO3)cc1 (stereo unspecified)
(21) CCOC(=O)C1CCCN(C(=O)Cc2ccc(Cl)cc2)C1 (stereo unspecified)
(22) Cc1cccc(NC(=O)C2CCCN(c3nc(C)cc(C)n3)C2)c1 (stereo unspecified)
(23) CCN(CC)S(=O)(=O)c1ccc2[nH]c(=O)cc(C(=O)Nc3cccc(C(C)=O)c3)c2c1
(24) CC1CCN(C2=NC(=O)/C(=C/c3cn(-c4ccccc4)nc3-c3cccc(S(=O)(=O)N(C)C)c3)S2)CC1

assay / compound	19	20	21	22	23	24
Diaph inh CS	5	28	7	-7	9	26
APP 5UTR inh	-2	-17	-4	19	11	-15
TLR4 MyD88 comp	-8	-4	0	3	6	9
FLuc inhib CS	-7	-4	-2	4	-5	6
Diaphorase act	0.9	0.7	0.9	1.1	0.9	0.7
STAT1 act	92	94	88	99	96	101
APP 5'UTR act	2	17	4	-19	-11	15
NF-kB neuron act	1.2	0.68	1.3	1.2	0.88	0.78
G6PDH CS	9	-2	11	-3	3	11
FLuc stim CS	1.1	1	1	1	1.1	0.9

(25) COc1cccc(NC(=O)c2ccccc2NS(C)(=O)=O)c1
(26) CC(=O)Nc1ccc(/C=N/NC(=S)NC(C)C)cc1
(27) Cc1ccc(C)c(NS(=O)(=O)c2ccc(OCC(=O)N3CCCC3)cc2)c1
(28) Cc1[nH]c2ccccc2c1C(=O)CSc1n[nH]c(N)n1
(29) COCCC(=O)NNS(=O)(=O)c1ccc(Cl)cc1
(30) COc1cccc(C(=O)NC2CCN(CC(=O)Nc3c(C)cc(C)cc3C)CC2)c1

assay / compound	25	26	27	28	29	30
Diaph inh CS	13	-5	10	20	-7	13
APP 5UTR inh	7	-13	-1	2	-26	10
TLR4 MyD88 comp	-11	9	13	-1	10	3
FLuc inhib CS	2	0	-7	0	-9	-4
Diaphorase act	0.9	1.1	0.9	0.8	1.1	0.9
STAT1 act	97	103	99	103	99	96
APP 5'UTR act	-7	13	1	-2	26	-10
NF-kB neuron act	1.3	1.1	1.2	1.4	1.1	0.81
G6PDH CS	-15	1	4	3	7	5
FLuc stim CS	1	1	1.1	1	1.1	1

(31) COCCOc1cc(NC(=O)c2cccc(OC)c2)c(Cl)cc1Cl
(32) Cc1ccc2c(c1)CCCN2C(=O)c1cccs1
(33) CC(=C/c1ccco1)/C=N/NC(=O)c1nnn(-c2nonc2N)c1CN(C)C
(34) Cn1nc(C(C)(C)C)c([N+](=O)[O-])c1C(=O)NCCO
(35) Nc1nnc(SCc2cc3c(cc2Cl)OCO3)s1
(36) CCOC(=O)Cc1nnc(NC(=O)c2ccccc2OCC)s1

assay / compound	31	32	33	34	35	36
Diaph inh CS	7	14	24	10	8	5
APP 5UTR inh	5	-9	10	1	-1	4
TLR4 MyD88 comp	3	5	1	-4	-7	1
FLuc inhib CS	0	-2	-2	-5	-7	-2
Diaphorase act	0.9	0.9	0.8	0.9	0.9	1
STAT1 act	94	94	92	105	106	101
APP 5'UTR act	-5	9	-10	-1	1	-4
NF-kB neuron act	1.2	1.1	1.2	1.2	1.4	0.89
G6PDH CS	-7	6	1	-8	7	6
FLuc stim CS	1	1	1	1	1.1	1

(37) O=C(NNc1ccccn1)C(c1ccccc1)c1ccccc1
(38) Cc1cccn2c(CN(C)CC3CCCCO3)c(C(=O)N3CCCCC3)nc12 (stereo unspecified)
(39) O=C(O)c1cnc(-c2ccccc2)nc1Sc1cccc(Cl)c1
(40) CSc1cc(-c2ccccc2)[nH]c(=O)c1C#N
(41) O=C(CSCc1cccc(Br)c1)NC1CC1
(42) COc1cccc(Cn2c(NCc3ccccn3)nc3c2c(=O)n(C)c(=O)n3C)c1

assay / compound	37	38	39	40	41	42
Diaph inh CS	6	7	25	0	-2	/
APP 5UTR inh	20	-6	-4	3	-22	-20
TLR4 MyD88 comp	3	0	11	-2	10	-10
FLuc inhib CS	-4	4	1	-4	2	/
Diaphorase act	0.9	0.9	0.8	1	1	/
STAT1 act	99	91	93	109	96	88
APP 5'UTR act	-20	6	4	-3	22	20
NF-kB neuron act	1.2	1.3	1.1	1.3	1.3	/
G6PDH CS	0	15	-3	4	2	/
FLuc stim CS	1	1	1	1	1	/

(43) Cc1ccc(C(=O)NNC(=O)C2CCN(Cc3ccccc3)CC2)cc1
(44) Cc1ncc(CN2CCN(Cc3ccc(F)cc3)C(CCO)C2)s1 (stereo unspecified)
(45) Cc1cc(Br)cn2cc(C(=O)O)nc12
(46) COc1ccc(CCNC(=O)C2CCN(C(=O)c3ccc([N+](=O)[O-])cc3)CC2)cc1
(47) O=C(Nc1ccccc1)c1cc([N+](=O)[O-])ccc1NC1CCCCC1
(48) CC(C)c1ccc2oc3nc(N)c(C(=O)O)cc3c(=O)c2c1

assay / compound	43	44	45	46	47	48
Diaph inh CS	-1	/	10	26	26	20
APP 5UTR inh	5	-5	-14	23	-5	/
TLR4 MyD88 comp	5	-2	10	-5	-5	/
FLuc inhib CS	-2	-6	-7	-9	-9	95*
Diaphorase act	1	/	0.9	0.7	0.7	0.8
STAT1 act	98	95	104	104	106	/
APP 5'UTR act	-5	5	13	-23	5	/
NF-kB neuron act	0.96	1.1	1	1.1	1.4	/
G6PDH CS	-2	8	2	8	-11	8
FLuc stim CS	1	1.1	1.1	1.1	1.1	0.1

The final two entries of the section above lead into the next:
(47) O=C(Nc1ccccc1)c1cc([N+](=O)[O-])ccc1NC1CCCCC1
(48) CC(C)c1ccc2oc3nc(N)c(C(=O)O)cc3c(=O)c2c1
(49) COCCn1c(=O)[nH]c2cc(C(=O)OC)ccc2c1=O
(50) Cc1cccc(NC(=S)N=Nc2c(O)n(C)c3ccc(S(=O)(=O)N4CCOCC4)cc23)c1
(51) COC(=O)c1ccccc1NC(=S)NC(=O)C1CCCCC1
(52) COc1cccc(-c2nc(CS(=O)(=O)CC(=O)N3CCN(C4CCCCC4)CC3)c(C)o2)c1
(53) Cn1nnnc1SCC1=C(C(=O)O)N2C(=O)[C@@H](NC(=O)[C@H](O)c3ccccc3)[C@H]2SC1
(54) CN(CCc1ccccn1)C(=S)Nc1ccc(Cl)c(Cl)c1
(55) CN(CCN1CCc2ccccc2C1)Cc1nc(Cc2ccccc2F)no1
(56) Cc1ccc(NS(=O)(=O)c2cc(C(=O)N3CCOCC3)ccc2C)cc1
(57) O=C(NC(=S)Nc1nc2c(ccc3ccccc32)s1)c1cccs1

assay / compound	47	48	49	50	51	52	53	54	55	56	57
Diaph inh CS	26	20	8	14	6	4	18	12	6	10	6
APP 5UTR inh	-5	/	6	66*	3	-7	6	-3	-2	17	-7
TLR4 MyD88 comp	-5	/	8	-5	-6	-9	5	-6	-7	-1	2
FLuc inhib CS	-9	95*	-6	-4	-2	-3	3	-5	-9	0	-5
Diaphorase act	0.7	0.8	0.9	0.9	0.9	1	0.8	0.9	0.9	0.9	0.9
STAT1 act	106	/	98	108	95	94	106	104	99	102	100
APP 5'UTR act	5	/	-6	-66	-3	7	-6	3	2	-17	7
NF-kB neuron act	1.4	/	0.97	0.83	0.89	1.2	0.97	1.3	0.83	1.1	0.75
G6PDH CS	-11	8	7	7	7	-2	22	1	7	-8	0
FLuc stim CS	1.1	0.1	1.1	1	1	1	1	1	1.1	1	1

From entry 49 to 50, as listed above:
(49) COCCn1c(=O)[nH]c2cc(C(=O)OC)ccc2c1=O
(50) Cc1cccc(NC(=S)N=Nc2c(O)n(C)c3ccc(S(=O)(=O)N4CCOCC4)cc23)c1

assay / compound	49	50
Diaph inh CS	8	14
APP 5UTR inh	6	66*
TLR4 MyD88 comp	8	-5
FLuc inhib CS	-6	-4
Diaphorase act	0.9	0.9
STAT1 act	98	108
APP 5'UTR act	-6	-66
NF-kB neuron act	0.97	0.83
G6PDH CS	7	7
FLuc stim CS	1.1	1
